# a7 integrin act: activators of alpha7 integrin expression for muscular dystrophy | actives 0.064% (n = 350,000) | Potency, µM (top dose mostly 38.3 µM), inactives show at the highest dose activation, usual class: activators | alpha7betagal myoblasts, beta-gal FDG fluorescence, 48 h;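 also: potency is read from the fitted curve at half-maximal effect; 100% = response of the positive control SU9516; nearly all actives have a fitted effect of over 60% in size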
#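 Alpha7betagal+/- myoblasts (passage 13) were plated 16-24 hr, then exposed to compounds (1:260 dilution of DMSO stock) for 48 hours at 37C. After MPER lysis, β-galactosidase reporter activity was read as FDG fluorescence (ex 480/em 540) after 30 minutes.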
# PTAP TSG101 blk: blocks PTAP/TSG101 interaction to inhibit HIV-1 budding | Potency, µM (series often up to 115 µM), without a hit: top-dose activity change, negative = inhibition, most hits filed as inhibitors | Fluorescence polarization, FITC-PTAP peptide / Tsg101 binding | 340,000 tested, under 10 active | Q99816 | AID 493005; active = well fitted inhibition curve with a large enough effect in the main read-out, with a control signal flat, not every such curve was filed as active; inconclusive = small, poorly fitted or top-dose-only effect, or effect the other way, or a change in a side signal; inactive = no such curve, though single readings can be large or run the other way; also: potency is read from the fitted curve at half-maximal effect; % of control where 0% means no effect
#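 Tsg101 binding domain (10 uM final) was mixed with compound and a FITC-labeled PTAP peptide (50 nM final) in HEPES pH 7.5 buffer with NaCl, Tween 20, EDTA and TCEP; fluorescence polarization was read after 20 min at r.t.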
# Chronic BCR inh: chronic active BCR signaling inhibition; ABC-DLBCL IkBa-CBG/CBR reporter, luminescence ratio, 4 h; Potency, µM (titrated, usually from 46.1 µM), for inactives: top-dose ratio change, negative = lower green/red ratio, actives largely listed as inhibitors; actives 0.05% (n = 340,000); active = well fitted inhibition curve with a large enough effect in the signal ratio, with a control signal flat, not every such curve was filed as active; inconclusive = small, poorly fitted or top-dose-only effect, or effect the other way, or a change in a side signal; the % refers to the signal ratio;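 also: potency is read from the fitted curve at half-maximal effect; plate controls were basal doxycycline-induced cells for no effect and cells given 10 µM MG132 for full effect; MG132 reads +100%, hits lower the ratio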
#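 Cell line TMD8 (human ABC DLBCL), stably expressing tet-inducible CBG68-IkBa fusion and CBR; IMDM/0.5% FBS; cpd up to 46 uM; dox induction, 4 h, 37C/5% CO2; dual luminescence; green/red ratio; MG132 control.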
# TSHR antagonist: human thyrotropin receptor antagonism; activity change, negative = inhibition, % at 11.5 µM; TSHR-expressing cells, TSH-stimulated cAMP HTRF, 2 h; stronger effect = lower value; actives 0.2% (n = 330,000); P16473;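 active = activity change below a set negative limit, meaning inhibition stronger than a set level, cut at about -70% in these data; inconclusive = activity change between two set negative limits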; also: % is scaled to controls: 0 for no effect and ±100 for the full control effect
#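 Cell-based HTRF cAMP assay; TSHR cells + compound, TSH EC80 (4nM final), 2 h, 37 deg C. Lysis with anti-cAMP cryptate and cAMP-d2, 30 min RT, read 665/620 nm.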
# AT treatment: potential ataxia-telangiectasia treatment; actives 0.19% (n = 320,000); Potency, µM (top dose mostly 57.5 µM), for inactives: at the top dose activation, actives largely listed as activators; […] A-T fibroblasts, KAP-1 phosphorylation AlphaLISA; neocarzinostatin DNA damage 30 min before lysis; also: potency is read from the fitted curve at half-maximal effect; % of control where 0% means no effect; nearly all actives have a fitted effect of over 45% in size
#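 ATM-like activity read as KAP-1 phosphorylation via AlphaLISA donor/acceptor antibody pairs after lysis and 6 hr at 25C. Cells were ATM-null patient fibroblasts ([…], hTERT), dosed 60 min, then exposed to the DSB inducer NCS for 30 min.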
# TCR act: T cell receptor activation. primary human leukocytes, anti-CD3, IL-2 HTRF, 48 h. Potency, µM (highest dose often 9.22 µM), without a hit: top-dose activation of IL-2 secretion, most hits filed as activators. 330,000 tested, under 10 active; also: % of control where 0% means no effect
#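 TCR engagement came from a-CD3 beads alone, with compounds added to primary human leukocytes for 48 hr. Secreted IL-2 bridged europium cryptate- and d2-labelled anti-IL-2 antibodies, giving FRET emission at 665nm after 320nm excitation.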
# S-ASM inh: blocks human secretory acid sphingomyelinase. P17405. placental ASM, HMU-PC fluorogenic substrate, 60 min. Potency, µM (top dose mostly 57.5 µM), for inactives: at the top dose activity change, negative = inhibition, usual class: inhibitors. actives 0.006% (n = 340,000). AID 504937; also: potency is read from the fitted curve at half-maximal effect
#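 Steps: dispense placental human ASM, pin compound, wait 10 min at room temperature, add HMU-PC0 substrate at 9 uM final, incubate 60 min at 37 °C, add stop solution raising pH to 10, read fluorescence.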
# Tb PFK inh: inhibitors of T. brucei phosphofructokinase; O15648; T. brucei PFK, ADP-Glo luminescence; actives 0.17% (n = 330,000); Potency, µM (highest dose often 57.5 µM), inactives show at the top dose activity, negative = inhibition, actives largely listed as inhibitors;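 also: potency is read from the fitted curve at half-maximal effect; 0% = uninhibited 1x PFK enzyme wells and -100% = no-enzyme wells; nearly all actives have a fitted effect of over 60% in size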
# Target sequence (O15648 whole entry, looked up): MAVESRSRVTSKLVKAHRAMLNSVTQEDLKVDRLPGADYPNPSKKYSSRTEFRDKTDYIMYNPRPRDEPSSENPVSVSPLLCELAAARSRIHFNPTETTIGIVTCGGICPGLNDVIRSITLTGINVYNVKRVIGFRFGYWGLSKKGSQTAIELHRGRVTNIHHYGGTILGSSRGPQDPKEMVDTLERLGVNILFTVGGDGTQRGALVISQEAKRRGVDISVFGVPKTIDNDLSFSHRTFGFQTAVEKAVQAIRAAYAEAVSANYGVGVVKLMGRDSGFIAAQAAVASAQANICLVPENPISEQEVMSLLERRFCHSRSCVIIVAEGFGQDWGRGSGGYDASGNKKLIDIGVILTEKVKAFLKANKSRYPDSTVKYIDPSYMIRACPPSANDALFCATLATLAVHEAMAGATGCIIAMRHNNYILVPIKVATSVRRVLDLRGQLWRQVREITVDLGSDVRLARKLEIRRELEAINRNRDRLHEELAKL
#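 Luminescent ADP detection (ADP-Glo, two-step: ATP depletion then ADP-to-ATP conversion for luciferase) reported PFK activity after 45 min room-temperature reaction of 1.25 nM enzyme with 0.5 mM F6P and 0.1 mM ATP at pH 8.0.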
# ELG1 DNA repair: ELG1-dependent DNA repair inhibition. HEK293T ELG1-luciferase reporter, luminescence, 16 h; DNA damage induced by 5-fluorouridine. Potency, µM (titrated, usually from 46.1 µM), for the others: at the highest dose activity change, negative = inhibition, hits mostly inhibitors. actives 2.3% (n = 330,000); also: potency is read from the fitted curve at half-maximal effect; % is scaled to controls: 0 for no effect and ±100 for the full control effect; nearly all actives have a fitted effect of over 55% in size
#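 HEK293T cells expressing luciferase-tagged ELG1 (2,000/well) received 5-Fluorouridine plus compound or DMSO for 16 hr at 37 °C. Luciferase was read by ONE-Glo luminescence after 30 min at room temperature.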
# Mito fusion yeast: blocks mitochondrial division or promotes mitochondrial fusion; S. cerevisiae fusion-defective mutant growth rescue, CellTiterGlo 48 h; Potency, µM (titrated, usually from 46.1 µM), for inactives: at the top dose growth rescue (activation), usual class: activators; actives 0.23% (n = 320,000);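 also: potency is read from the fitted curve at half-maximal effect; % of control where 0% means no effect; nearly all actives have a fitted effect of over 45% in size; temperature-sensitive fusion mutants such as fzo1-1 at 37 °C on non-fermentable ethanol glycerol medium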
#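 Luminescent cell viability in 1536-well qHTS format served as the measure of rescued growth in ts fusion-mutant S. cerevisiae cultured on non-fermentable YPEG for 48 hours at 37C.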
# Eya2 phos inh: Eya2 (human) phosphatase inhibition; O00167; recombinant Eya2, OMFP fluorescence dephosphorylation (OMFP is methylfluorescein phosphate); Potency, µM (top dose mostly 76.9 µM), for the others: top-dose activity, negative = inhibition, usual class: inhibitors; actives 0.006% (n = 330,000); AID 488837; also: potency is read from the fitted curve at half-maximal effect; % is scaled to controls: 0 for no effect and ±100 for the full control effect
# Target sequence (O00167 whole entry, looked up): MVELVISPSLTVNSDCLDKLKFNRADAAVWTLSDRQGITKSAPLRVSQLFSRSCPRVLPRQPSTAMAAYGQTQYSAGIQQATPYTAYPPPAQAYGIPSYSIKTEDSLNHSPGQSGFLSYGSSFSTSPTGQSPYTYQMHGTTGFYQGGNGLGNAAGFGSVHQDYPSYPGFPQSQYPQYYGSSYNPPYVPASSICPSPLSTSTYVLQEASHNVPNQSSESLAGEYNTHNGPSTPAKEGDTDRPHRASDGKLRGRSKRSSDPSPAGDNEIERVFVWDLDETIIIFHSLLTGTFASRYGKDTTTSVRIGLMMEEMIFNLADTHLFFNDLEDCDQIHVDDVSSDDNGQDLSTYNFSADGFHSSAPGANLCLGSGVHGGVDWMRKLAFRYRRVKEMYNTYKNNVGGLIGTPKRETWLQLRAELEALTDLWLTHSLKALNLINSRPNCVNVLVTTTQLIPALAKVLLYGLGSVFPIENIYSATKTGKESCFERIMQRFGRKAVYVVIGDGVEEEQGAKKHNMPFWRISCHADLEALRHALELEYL
#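 Eya2 protein (added as 0.2 uM solution) was preincubated with compound for 10 min at ambient temperature in 50 mM HEPES pH 7.5, 50 mM NaCl, 5 uM MgCl2, 0.05% BSA, 1 mM DTT. OMFP (added at 50 uM) then reacted 10 min; fluorescence read at 485/525 nm.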
# * marks the source's active call; other numbers are inactive results; u = inconclusive; x = no result given; & = joins results of further samples; [ ] = dose if it differs, or a comment. Unless noted, calls follow the shape of the dose curve; as a rule, active = well fitted curve in the direction sought with a large enough effect; inconclusive = small, poorly fitted or top-dose-only effect, or another doubt; inactive = no such curve, though single readings can be large; an effect the other way counts as inactive or inconclusive.
cpd	SMILES	a7 integrin act	PTAP TSG101 blk	Chronic BCR inh	TSHR antagonist	AT treatment	TCR act	S-ASM inh	Tb PFK inh	ELG1 DNA repair	Mito fusion yeast	Eya2 phos inh
1	Cc1ccc2nc(-c3cccnc3)c(NC3CCCCC3)n2c1	-1.5%	-2.4%	u	-3.5	1.0%	1.5%[46.1 µM]	5.6%	-0.7%	-3.0%	-7.4%	-6.2%
2	Cc1cc(Br)c(NC(=O)Cn2c([N+](=O)[O-])cnc2C)cc1C	4.8%	-1.5%	-0.1%	-8.1	-1.3%	1.9%	0.7%	1.3%	4.4%	0.5%	0.1%
3	O=C(O)C1C2C=CC(C2)C1C(=O)NCc1ccc2c(c1)OCO2 (stereo not given)	-24.8%	0.1%	4.5%	13.1	-4.3%	-3.7%	-3.0%	-5.7%	15.3%	0.9%	-34.8%
4	CCCCC(CC)CNC(=O)c1ccc2c(c1)OCO2 (stereo not given)	20.8%	-7.5%	3.1%	-7.8	3.2%	-0.1%	-2.4%	-6.5%	10.0%	0.3%	-15.4%
5	CCN(CC)C(=O)CC(c1ccccc1)c1ccco1 (stereo not given)	-7.7%[7.66 µM]	-2.7%	0.2%	-0.7	-2.9%	3.6%	5.4%	-1.7%[0.46 µM]	5.0%	-0.7%	5.3%
6	Fc1cc(F)c(NC(=S)N2CCOCC2)c(F)c1	u	-1.7%	u	8.0	42.9%	6.9%	-0.2%	0.6%	11.9%	-11.5%	-8.4%
7	Cc1ccc(NC(=O)CSc2nc(NS(=O)(=O)c3ccccc3)cc(=O)[nH]2)cc1	6.6%	0.8%	-1.8%	-0.7	x	1.9%	-1.8%	u	u	1.8%	-3.4%
8	COCCN1CCN(C(=O)C2CCC(=O)N(CCc3cccc(F)c3)C2)CC1 (stereo not given)	-32.6%[inhibitor]	-0.9%	-0.2%	11.4	6.7%	2.0%	x	0.3%	-0.3%	0.5%	-5.5%
9	C[C@H](C(=O)CC(=O)OC(C)(C)C)[C@H](O)c1ccccc1	u	0.7%	-14.8%	26.9	-1.7%	1.1%	-0.4%	2.7%	-23.8%	2.1%	4.2%
10	Cc1cccc(Nc2c([N+](=O)[O-])ccc3nonc23)c1	-18.9%	0.8%	-1.9%	-6.5	-2.5%	4.1%	2.8%	-2.1%	14.9%	-4.1%	8.6%
11	O=C(NC(=S)NNC(=O)c1ccco1)c1ccc(Br)cc1	-21.3%	-9.2%	-17.3%	9.8	-1.5%	0.0%	-0.9%	-11.8%	-1.4%	-35.0%[inhibitor]	10.6%
12	COc1ccc(/C=C/C(=O)Nc2ccc(C34CC5CC(CC(O)(C5)C3)C4)cc2)cc1OC	-48.6%[inhibitor]	-9.6%	1.1%	-36.1	2.6%	7.7%[46.1 µM]	120.0%	-3.3%	u	-3.9%	-2.4%
13	CC1CCN(C(=O)Cn2nnc(-c3ccc([N+](=O)[O-])cc3)n2)CC1	24.5%	4.8%	1.2%	-5.2	-10.0%	-1.9%	-0.9%	-4.2%	-15.1%	-2.2%	10.2%
14	CCS(=O)(=O)N1Cc2ccccc2CC1C(=O)Nc1ccc(C)cc1 (stereo not given)	6.1%	-2.6%	-8.7%	4.2	-4.2%	-2.4%	0.6%	4.7%	u	1.3%	10.0%
15	COc1ccc(OC)c(NC(=S)NCCN2CCOCC2)c1	-3.4%	1.1%	2.4%	0.7	1.5%	-0.2%[46.1 µM]	3.0%	0.2%	8.0%	-5.8%	-1.5%
16	Oc1cc(NCCN2CCOCC2)cc2cccnc12	x	x	-1.1%&-1.9%	-10.9&1.3	-2.2%&-6.0%	0.0%	-2.4%	-27.1%&-19.8%	u	-2.1%	0.1%&5.3%
17	NC(=O)CC(NC(=O)Cc1ccc(Cl)cc1)c1ccc(NCCc2ccccc2F)c([N+](=O)[O-])c1 (stereo not given)	-17.3%	0.4%	-0.1%	-3.5	0.0%	-17.5%	-13.9%	-3.3%	-3.5%	1.3%	6.4%
18	O=C(c1ccc(COc2c(F)c(F)c(F)c(F)c2F)o1)N1CCOCC1	-25.0%	-6.3%	u	-2.5	2.4%	-29.7%	-2.0%	-7.7%	u	1.2%	0.7%
19	CCCOc1ccc(/C=N/Nc2cc(N3CCOCC3)ncn2)c(O)c1	-10.8%	-2.0%	2.7%	-4.3	3.7%	3.5%	25.8%	2.0%	2.91µM*	-1.8%	0.9%
20	CC(C)COc1ccc(C(=O)Nc2ccc(N3CCOCC3)cc2N2CCOCC2)cc1	-5.0%	-1.8%	-0.2%	24.0	0.3%	0.9%	-24.1%	4.1%	-24.4%	0.2%	-10.7%
21	CN1CCN(CC(=O)N2N=C(c3cccs3)CC2c2ccco2)CC1 (stereo not given)	0.1%	0.3%	0.0%	22.5	x	-0.5%[46.1 µM]	4.4%	-4.2%	-10.9%	0.5%	8.6%
22	O=C(NC(=S)Nc1ccccn1)c1cccc([N+](=O)[O-])c1	u	-13.2%	-16.2%	2.5	-2.1%	3.4%	2.5%	0.6%	u	-6.5%	22.4%
23	Cc1ccc(SCCNS(=O)(=O)c2ccc3c(c2)OCCO3)cc1	0.0%	-4.9%	-19.6%	-9.4	3.1%	-6.0%[46.1 µM]	-1.3%	1.3%	-4.4%	u	-6.7%
24	O=C(CSc1nc2ccc(Cl)cc2o1)NCc1ccc2c(c1)OCO2	11.1%	-1.3%	-11.1%	-16.9	x	1.3%	4.4%	7.1%	-7.6%	16.6%	9.5%
25	Nc1nonc1-c1nc2ccccc2n1Cc1ccc(F)cc1	15.9%	-4.0%	3.0%	0.8	14.8%	-2.7%	-13.7%	-0.3%	-18.5%	0.7%	1.8%
26	Cc1cc(C)cc(NC(=O)CCN2CC(C)OC(C)C2)c1 (stereo not given)	u	-5.5%	-0.3%	-6.0	-2.5%	5.6%	1.8%	-6.5%	-3.2%	-8.3%	3.0%
27	Cc1ccc(C)c(N2C(=O)CS/C2=N\NC(=O)c2ccccc2Cl)c1	3.8%	-7.1%	u	0.7	2.8%	3.0%	-0.1%	-6.3%	u	0.9%	10.2%
28	O=C(Nc1cc2c3c(c1)CC(=O)N3CCC2)c1ccc(Cl)cc1	19.5%	-0.8%	u	-8.7	5.7%	0.0%	-2.5%	0.8%	u	6.6%	13.9%
29	Cc1cc(NC(=O)CSc2nc(-c3ccccc3Cl)nc3c2c(=O)n(C)c(=O)n3C)no1	-31.5%	-2.3%	-9.9%	-3.1	3.6%	-5.2%	1.5%	0.7%	-5.1%	-4.6%	7.0%
30	O=C(O)CCc1ccc(-c2ccc(Br)cc2)n1-c1ccc(O)cc1	-21.5%	-5.8%	12.7%	-11.4	-8.6%	-6.1%	-2.0%	2.1%	-0.4%	16.2%	3.3%
31	CN1C(=O)C(C)(C)c2cc(S(=O)(=O)N3CCN(c4ccccc4F)CC3)ccc21	-3.9%	-6.1%	-9.6%	-7.6	0.6%	1.4%	-1.8%	0.5%	0.0%	-1.1%	10.0%
32	c1ccc(-c2cncnc2)nc1	38.0%	0.4%	-0.9%	-17.6	1.7%	9.2%	-7.2%	-0.4%	16.2%	-5.9%	16.1%
33	C[C@@H]1CC=C[C@@H]2[C@H]1C(=O)N(Cc1ccccc1)[C@H]2c1ccccc1Br	-14.9%	1.2%	-0.4%	-20.7	10.8%	3.3%[46.1 µM]	-16.9%	1.9%	u	x	-8.1%
34	COc1ccc(/C=C/C(=O)c2c(O)c(OC)c3occc3c2OC)cc1	-20.7%	-8.1%	u	-13.5	1.1%	5.5%	-10.9%	-4.7%	2.9%	3.1%	-12.4%
35	COc1ccccc1N1CCN(C(=O)C2CCN(S(=O)(=O)c3ccc(C)cc3)CC2)CC1	-6.8%	-6.2%	-4.9%	-9.3	1.7%[11.5 µM]	9.8%	6.1%	-0.1%	-9.0%	1.6%	-3.8%
36	CN(C)c1ccc(/C=C(\Cl)c2nc3ccccc3s2)cc1	-8.1%	-2.2%	u	11.3	x	-3.0%[46.1 µM]	18.6%	1.1%	u	-6.9%	0.1%

# Assay outcomes: PubChem BioAssay, National Center for Advancing Translational Sciences (NCATS)
